Source: PubChem BioAssay
MEKK2mut PB1 HTS: signal of MEK5 binding to mutant human MEKK2 PB1 domain; bead flow cytometry, Alexa488-MEK5 binding to MEKK2 mutant; percent response, % at 10 µM; 290,000 tested, 0.35% active; AID 1530; in the data active = percent response above about 24%, passing the limit was not always enough; also: inactives centre near 1; some results filed as inactive read as strong as hits
PfM18AAP inh: PfM18AAP enzyme inhibition; 290,000 tested, 1.2% active; recombinant PfM18AAP, H-Glu-NHMec fluorogenic cleavage; inhibition, % at 7.35 µM;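 active = inhibition above the campaign mean inhibition over all tested compounds plus 3 SD, cut at about 28% in these data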;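 also: 0% = plate median of test compound wells and 100% = 2 mM ZnCl2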
DNA FID counter: fluorescent intercalator displacement, NS3 helicase counter-screen; inhibition, % at 7.9 µM; DNA fluorescent intercalator displacement, fluorescence; 290,000 tested, 0.17% active; in the data active = inhibition above about 37%;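 also: 0% = vehicle and 100% = reference compound; higher means more ethidium bromide displaced from hairpin DNA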
HCV NS3 hel inh: inhibitors of Hepatitis C virus NS3 helicase; NS3 helicase DNA unwinding, Cy5 molecular beacon fluorescence; inhibition, % at 10.9 µM; 290,000 tested, 0.56% active;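 active = inhibition above the mean of all tested compounds plus 3 SD, set per campaign, cut at about 35% in these data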;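 also: 0% = DMSO wells and 100% = thioflavine S control wells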
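assay system = NS3 helicase fragment of HCV | buffer or medium = MOPS pH 6.5, MgCl2, DTT, Tween20, BSA | timing = 60 min unwinding reaction at 25 °C after ATP addition | signal = Cy5 beacon fluorescence read at start and 1 h | read-out basis = % inhibition of unwinding | control set = low DMSO, high thioflavine S at 110 µM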
UBC9 SUMO inh: blocks human SUMOylation mediated by UBC9. HTRF SUMOylation assay, SAE1/SAE2 + UBC9, in vitro. inhibition, % at 35 µM. 290,000 tested, 0.36% active; in the data active = inhibition above about 50%, passing the limit was not always enough; also: strong numbers were not always called active
Target sequence (P63279 whole entry, looked up): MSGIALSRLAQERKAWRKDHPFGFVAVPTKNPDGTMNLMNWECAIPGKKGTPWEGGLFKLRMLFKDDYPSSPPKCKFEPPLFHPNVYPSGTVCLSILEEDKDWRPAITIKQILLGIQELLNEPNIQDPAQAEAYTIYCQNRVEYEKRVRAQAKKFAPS
MEKK2wt PB1 HTS: raises or lowers MEK5 binding to wildtype human MEKK2 PB1 domain | bead flow cytometry, Alexa488-MEK5 binding to MEKK2 WT; actives lie on both sides | 290,000 tested, 1.1% active | binding response (% of control), % at 10 µM | AID 1531 | Q9Y2U5; in the data active = binding response below about 67% or above about 130%
NALP1 inh: inhibitors of NALP1 inflammasome in yeast. S. cerevisiae NALP1/ASC/caspase-1 growth, X-gal OD620, 72 h. inhibition, % at 10 µM. 280,000 tested, 0.61% active. AID 2071; in the data active = inhibition mostly above about 24%, no sharp cut-off; inactive = mostly below about 32%; also: some compounds called inactive have numbers as strong as hits
VIM-2 inh: inhibitors of Pseudomonas aeruginosa VIM-2 metallo-beta-lactamase; purified VIM-2, nitrocefin hydrolysis, epi-absorbance fluorescence; inhibition, % at 5.6 µM; 290,000 tested, 0.89% active; AID 1527;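 active = inhibition above the mean of all tested compounds plus 3 SD, cutoff set per screening run, cut at about 7.5% in these data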;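 also: red hydrolysis product quenches plate fluorescence so inhibitors raise well fluorescence; 0% = enzyme with DMSO and 100% = DMSO without enzyme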
IMP-1 inh: inhibitors of Pseudomonas aeruginosa IMP-1 metallo-beta-lactamase; 290,000 tested, 0.45% active; inhibition, % at 5.6 µM; purified IMP-1, nitrocefin hydrolysis, epi-absorbance fluorescence;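 active = inhibition above the mean plus 3 SD of all compounds in the same screening run, cut at about 4.5% in these data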;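 also: 0% = IMP-1 with DMSO and 100% = DMSO wells lacking enzyme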
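System – purified recombinant IMP-1 beta-lactamase · Input – IMP-1 dispensed at 0.2 nM · Timing – 15 min preincubation plus 25 min reaction at 25 °C · Signal – Epi-absorbance fluorescence, 480 nm excitation, 530 nm emission · Measure – percent IMP-1 inhibition derived from blank-referenced optical density · Controls – Enzyme-plus-DMSO low control, enzyme-free DMSO high control · Replication – singlicate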
Active calls of the source: *; x = not tested or not shown; [ ] = remark or other dose.

Below each SMILES: MEKK2mut PB1 HTS	PfM18AAP inh	DNA FID counter	HCV NS3 hel inh	UBC9 SUMO inh	MEKK2wt PB1 HTS	NALP1 inh	VIM-2 inh	IMP-1 inh
- CCc1ccccc1NC(=O)CN(C)C(=O)CSc1nnc(Nc2cccc(C)c2)s1
  -2	2	-15	-3	-9	101	30	-3.2	-4.4
- O=C(O)c1cnc2[nH]c3ccccc3n2c1=O
  4	3	0	-3	19	97	3	-0.6	-1.7
- COc1ccc(-n2nc(C(=O)NCC(=O)N3CCCC3)c3ccccc3c2=O)cc1
  3	4	-22	3	0	103	6	-4.8	-2.7
- CC(=O)c1sc(N/N=C\c2ccc(C)cc2)nc1C
  -1	22	-2	-5	3	99	14	-5.3	-3.6
- CCc1ccc(NC(=O)C(NS(=O)(=O)c2ccc3c(c2)CCN3C(C)=O)C(C)C)cc1 (stereo not drawn)
  1	-1	-21	9	15	99	-15	-2.2	-4.0
- COc1cc(C(=O)NNC(=O)C2CC=CCC2C(=O)O)cc(OC)c1OC (stereo not drawn)
  2	2	-4	-10	20	106	18	-3.7	-2.9
- CCOC(=O)c1ccccc1NC(=O)CN(c1ccccc1OCC)S(C)(=O)=O
  -1	4	-19	2	6	103	34	-4.7	-3.7
- COc1cccc(COCC(O)CN2CCC(C(N)=O)CC2)c1 (stereo not drawn)
  2	-3	-4	-6	12	99	24	-0.9	-1.7
- CC1=C(C(=O)Nc2ccccc2Cl)C(c2ccc(N(C)C)cc2)NC(=O)N1 (stereo not drawn)
  -2	11	-15	-1	14	93	37	0.2	-2.9
- Cc1nn(C)c(Cl)c1NC(=O)OCc1ccccc1
  3	1	-4	2	20	103	35	-3.0	-1.9
- O=C(NCc1n[nH]c(=S)n1-c1ccc(Br)cc1)c1ccc(S(=O)(=O)N2CCCC2)cc1
  -2	23	-24	-7	8	97	-6	-3.9	-4.9
- Cc1ccc(CN2CCN(Cc3cnn(-c4ccc(Cl)cc4)c3)CC2CCO)o1 (stereo not drawn)
  -6	3	7	-9	3	101	7	-5.1	-1.7
- CSc1nnc(-c2ccncc2)n1CCCN1CCCC1=O
  -1	1	2	6	0	98	-4	-0.9	-0.9
- O=C(O)c1ccc(/C=N/n2cc(-c3ccccc3)[nH]c2=S)cc1
  -16	48*	-4	9	9	89	5	-1.5	-3.0
- Cc1ccc(-c2nnc(SCC(=O)Nc3ccccc3N3CCOCC3)o2)cc1
  1	-4	-14	0	-3	96	14	-2.2	-3.5
- COc1ccc(Cl)cc1C(=O)Nc1cccc(-c2ccc3nncn3n2)c1
  -3	-10	-16	-67	51*	84	-5	26*	23*
- O=C(CC(Sc1ccc(Br)cc1)C(=O)O)c1ccc(F)cc1 (stereo not drawn)
  -5	-81	-23	21	-5	96	-6	3.8	0.3
- COc1ccc(C2C(C(=O)Nc3cc(OC)c(OC)c(OC)c3)c3ccccc3C(=O)N2C)cc1OC (stereo not drawn)
  -13	2	-3	10	-4	83	7	-2.6	-2.6
- COc1ccc(N(Cc2ccccc2)N=O)cc1
  5	-4	0	8	3	111	3	-2.6	-3.8
- COc1ccc(CC(O)CC2c3c(cc4c(c3OC)OCO4)CCN2C)cc1 (stereo not drawn)
  1	2	5	-13	9	104	-9	-2.3	-2.1
- O=S(=O)(c1cnccc1N1CCN(CCO)CC1)N1CCCCC1
  8	-7	-2	8	14	111	19	-0.1	-0.8
- O=C(O)c1ccc2oc(=O)c(S(=O)(=O)c3ccccc3)cc2c1
  4	0	-2	3	17	101	11	-3.3	-5.1
- Cn1c(SCC(=O)N2CCCCCC2)nc2c(c1=O)SCC2
  3	-1	-12	-2	1	101	-1	0.4	-1.1
- COc1ccc(NC(=O)Nc2ccc(OCc3ccccc3)cc2)cn1
  -1	2	-17	-4	-8	98	8	2.2	-1.5
- O=C(C1=C(O)C(=O)N(Cc2ccco2)C1c1cccnc1)c1cc2ccccc2o1 (stereo not drawn)
  -2	-1	-14	14	15	95	-3	1.0	-1.1
- Cc1nn(S(=O)(=O)N2CCCCC2)c(C)c1Br
  x	-3	-3	7	-2	x	10	-1.9	-0.8
- O=C(c1ccccc1)c1ccc2nc(-c3ccco3)c(-c3ccco3)nc2c1
  -11	15	-18	34	95*	68	3	-1.1	0.6
- CC#CCCC(=O)N1C=Cc2ccccc2C1C#N (stereo not drawn)
  5	5	-1	-1	20	101	-8	-3.8	-3.5
- CN(NC1OC(=O)c2ccccc21)c1ncc(Cl)cc1C(F)(F)F (stereo not drawn)
  5	-16	-19	25	18	105	16	-3.2	-3.9
- COc1ccc(C(=O)C2CCN(C(=O)Nc3ccc(C)cc3)CC2)cc1
  -2	3	-28	2	-5	100	5	-1.4	-1.8
- CSc1ccccc1NC(=O)c1cccc(S(=O)(=O)N2CCN(C)CC2)c1
  18	2	7	7	6	105	11	-1.8	-1.1
- CC(C)(C)c1nnc2sc(SCC(=O)c3ccc(Cl)cc3)nn2c1=O
  4	4	3	0	-10	101	26	-1.6	-1.6
- COc1ccccc1C(=O)NNC(=O)C1CC=CCC1 (stereo not drawn)
  -20	-6	-5	-6	-3	38*[inhibitor]	30	-0.3	0.7
- N#Cc1c(NCCN)nc(NCc2ccccc2)c2c1CCN(Cc1ccccc1)C2
  36*	-4	17	-60	30	169*	14	-0.6	-3.5
- CC(=O)c1ccccc1OCC(O)Cn1ccnc1 (stereo not drawn)
  6	-3	-1	-16	8	108	2	-2.8	-0.9
- CCOC(=O)N1CCN(C(=O)c2cc3c(=O)n4ccccc4nc3s2)CC1
  9	0	-22	6	20	107	12	2.6	-3.5
- Cc1cc(C)n2ncc(C(=O)O)c2n1
  -12	-1	13	2	13	76	3	-2.9	-0.9
- Cc1ccc(C(=S)N2CCCCCC2)cc1
  1	3	-9	15	15	98	2	-2.2	0.1
- O=S(=O)(NCC(c1ccco1)N1CCN(c2ccccc2)CC1)c1ccc(F)cc1 (stereo not drawn)
  8	4	-19	-15	7	109	30	-2.4	-0.7
- C[C@H](NC(=O)c1cc2cc(Cl)ccc2n1C)C(=O)N1CCC[C@H]1C(=O)O
  1	1	-26	-38	4	105	8	-2.5	-3.1
- CN(CC(=O)Nc1ccc2c(c1)OCCO2)S(=O)(=O)c1ccc(Br)s1
  12	10	-11	-5	-1	97	-2	-1.3	0.4
- O=[N+]([O-])c1ccc2nc(-c3ccccc3)oc2c1
  4	-2	2	16	11	102	-15	-2.3	-3.2
- CN(CC(=O)NCCc1ccccc1)S(=O)(=O)c1ccccc1
  3	4	-5	-1	-11	102	-19	-2.3	-3.0
- O=c1[nH]cnc2sc3c(c12)CCCC3
  -2	-10	2	-4	6	97	23	1.0	-2.0
- Cc1cc(NC(=O)CSc2nnc(-c3ccccc3)c(-c3ccccc3)n2)no1
  -4	0	-7	-2	4	98	-16	-0.8	-3.0
- CCN(CC)S(=O)(=O)c1ccc(OC)c(NC(=O)CCS(=O)(=O)Cc2ccccc2)c1
  15	-5	-30	5	7	115	4	-3.3	-1.4
- Cc1onc(C(=O)NN)c1-c1csc(COc2ccccc2)n1
  -1	-9	-21	-2	-9	99	8	-2.8	-4.4
- COCCCNc1nc2c(-c3cccc(C)c3)nnn2c2ccccc12
  -1	-4	11	4	41	95	7	-3.6	-5.1
- COc1ccc(C(C)=O)cc1COC(=O)CNC(=O)c1ccc(Cl)cc1
  17	-12	-13	12	-7	116	35	-3.1	-2.6
- Cc1ccc(-c2nc(Nc3cccc(O)c3)c3ccccc3n2)cc1
  1	-4	12	-25	0	108	22	0.9	-1.5

Next compounds follow.
Below each SMILES: MEKK2mut PB1 HTS	PfM18AAP inh	DNA FID counter	HCV NS3 hel inh	UBC9 SUMO inh	MEKK2wt PB1 HTS	NALP1 inh	VIM-2 inh	IMP-1 inh
- O=C(CSc1nnc(-c2ccc(F)cc2)o1)N1CCCC1
  -6	1	-6	7	-6	95	3	0.8	-0.7
- O=C(COC(=O)COc1ccccc1F)Nc1ccc(Cl)cn1
  -26	-2	0	6	23	88	2	-0.9	-3.1
- COc1cccc(C2CC(c3ccccc3)Nc3ncnn32)c1 (stereo not drawn)
  -1	9	-17	4	16	96	13	-4.5	2.3
- COC(=O)N1CCCc2cc(C)ccc21
  0	-9	0	-2	6	98	2	0.8	-1.1
- O=C(CN(C(=O)CNC(=O)c1cccs1)c1ccccc1F)NC1CCCC1
  1	-1	-15	5	1	106	8	-1.5	-1.5
- Cc1cc(=O)n2nc(N3CCC(C(=O)Nc4cccc(Cl)c4C)CC3)sc2n1
  1	-3	-20	-1	12	101	7	-0.5	-2.8
- CCOc1ccc(-c2cn3ccccc3n2)cc1[N+](=O)[O-]
  -2	8	-1	0	9	100	33	-1.8	-4.5
- CC(C)CNC(=O)C1CCN(Cc2ccc(OCc3ccccc3)cc2)CC1
  1	7	27	-25	-7	108	35	-1.2	-3.0

Grouped by structure: those above containing a Cl atom
Below each SMILES: MEKK2mut PB1 HTS	PfM18AAP inh	DNA FID counter	HCV NS3 hel inh	UBC9 SUMO inh	MEKK2wt PB1 HTS	NALP1 inh	VIM-2 inh	IMP-1 inh
- CC1=C(C(=O)Nc2ccccc2Cl)C(c2ccc(N(C)C)cc2)NC(=O)N1 (stereo not drawn)
  -2	11	-15	-1	14	93	37	0.2	-2.9
- Cc1nn(C)c(Cl)c1NC(=O)OCc1ccccc1
  3	1	-4	2	20	103	35	-3.0	-1.9
- Cc1ccc(CN2CCN(Cc3cnn(-c4ccc(Cl)cc4)c3)CC2CCO)o1 (stereo not drawn)
  -6	3	7	-9	3	101	7	-5.1	-1.7
- COc1ccc(Cl)cc1C(=O)Nc1cccc(-c2ccc3nncn3n2)c1
  -3	-10	-16	-67	51*	84	-5	26*	23*
- CN(NC1OC(=O)c2ccccc21)c1ncc(Cl)cc1C(F)(F)F (stereo not drawn)
  5	-16	-19	25	18	105	16	-3.2	-3.9
- CC(C)(C)c1nnc2sc(SCC(=O)c3ccc(Cl)cc3)nn2c1=O
  4	4	3	0	-10	101	26	-1.6	-1.6
- C[C@H](NC(=O)c1cc2cc(Cl)ccc2n1C)C(=O)N1CCC[C@H]1C(=O)O
  1	1	-26	-38	4	105	8	-2.5	-3.1
- COc1ccc(C(C)=O)cc1COC(=O)CNC(=O)c1ccc(Cl)cc1
  17	-12	-13	12	-7	116	35	-3.1	-2.6
- O=C(COC(=O)COc1ccccc1F)Nc1ccc(Cl)cn1
  -26	-2	0	6	23	88	2	-0.9	-3.1
- Cc1cc(=O)n2nc(N3CCC(C(=O)Nc4cccc(Cl)c4C)CC3)sc2n1
  1	-3	-20	-1	12	101	7	-0.5	-2.8

Structures listed above that bear a hit mark in PfM18AAP inh.
| mol | MEKK2mut PB1 HTS | PfM18AAP inh | HCV NS3 hel inh | UBC9 SUMO inh | MEKK2wt PB1 HTS | NALP1 inh | VIM-2 inh | IMP-1 inh |
| --- | --- | --- | --- | --- | --- | --- | --- | --- |
| O=C(O)c1ccc(/C=N/n2cc(-c3ccccc3)[nH]c2=S)cc1 | -16 | 48* | 9 | 9 | 89 | 5 | -1.5 | -3.0 |
